Screening results as filed in PubChem.
tim23-1 inh: growth inhibitors of tim23-1 mutant yeast, primary screen, luminescence, uHTS | S. cerevisiae tim23-1 growth, BacTiter-Glo luminescence, 24 h | inhibition, % at 20 µM | actives 1.3% (n = 330,000) | AID 463212, 2010;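 active means growth inhibition of the mutant yeast at or above 50%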;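 further: temperature-sensitive mutant grown at 25 °C; plate controls were DMSO-treated mutant yeast for no effect and medium wells lacking yeast for full effect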
NLRP3 yeast inh: NALP3 inflammasome inhibitors in reconstituted yeast, primary screen, luminescence, uHTS. Yeast reconstituted NLRP3/ASC/caspase-1, beta-gal luminescence, 24 h. inhibition, % at 10 µM. actives 0.39% (n = 330,000). AID 2825, 2010;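 active means inhibition of 50% or more; inactive means inhibition below 50%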;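 further: plate controls were induced DMSO wells for no effect and uninduced yeast grown without galactose for full effect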
tim10-1 inh: growth inhibitors of tim10-1 mutant yeast, primary screen, luminescence, uHTS; actives 2.2% (n = 330,000); S. cerevisiae tim10-1 ts strain growth, BacTiter-Glo, 24 h; inhibition, % at 20 µM;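 active means inhibition of at least 40%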;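 further: mutant grown at 25 °C; 0% = DMSO wells with yeast and 100% = wells holding no yeast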
TIM10 inh: growth inhibitors of isogenic TIM10 control yeast, primary screen, counter-screen for tim10-1 yeast inhibitor project, luminescence, uHTS; inhibition, % at 10 µM; S. cerevisiae TIM10 strain growth, BacTiter-Glo luminescence, 24 h; actives 1.4% (n = 330,000);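 active means inhibition of 40% or more at the single tested concentration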;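 further: wild-type TIM10 isogenic control strain grown at permissive 25 °C; 0% = DMSO yeast wells and 100% = minimal medium wells without yeast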
CHOP UPR activ: activators of apoptotic CHOP UPR arm, primary screen, cell-based, CHO-CHOP luciferase reporter, luminescence, uHTS; AID 449763, 2010; activation, % at 10 µM; actives 0.34% (n = 330,000); UPR activation; percent of tunicamycin response over DMSO baseline;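 active means at 10 µM dose, activation of 40% or more, normalized to positive control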;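 further: 100% = tunicamycin at 10 µg/mL and 0% = DMSO alone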
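Dosing – one dose, 10 µM in 0.5% DMSO · System – CHO-CHOP cells, stable luciferase reporter of PERK-eIF2a-CHOP signalling · Input – 500 cells/well · Control set – tunicamycin 10 µg/mL final as positive, DMSO-only wells as negative · Timing – 6 h compound treatment, 37 °C · Measure – % activation vs tunicamycin · Technique – luminescence read with Steady-Glo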
APJ agonist: agonists of human apelin receptor APJ, primary screen, CHO-K1 cells, PathHunter beta-arrestin, luminescence. actives 0.11% (n = 330,000). 0% DMSO wells, 100% apelin. activation, % at 20 µM;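 active means activation more than six SD over the plate average, tested at 20 µM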;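 further: 0% = DMSO alone and 100% = apelin-13 at 10 nM; some results filed as inactive read as strong as hits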
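Assay system – PathHunter CHO-K1 APJ (AGTRL-1) beta-arrestin reporter cells · Compound – one dose, 20 µM compound, 1% DMSO · Timing – compound 90 min 25 °C, reagent 1 h · Measured by – luminescence from split beta-galactosidase complementation, Galacton Star/Emerald II substrate · Measure – beta-arrestin recruitment to APJ as agonist activity, luminescent signal · Benchmarks – DMSO vs Apelin-13 10 nM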
Mdm2-MdmX inh: inhibitors of human Mdm2-MdmX association, primary screen, cell-based, luminescence, split luciferase, SaOS-2, uHTS; actives 3% (n = 330,000); Protein Mdm4 (Homo sapiens) + E3 ubiquitin-protein ligase Mdm2 (Homo sapiens), …; AID 485346, 2010; inhibition, % at 8 µM; SaOS-2 split-luciferase Mdm2/MdmX complementation;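 active means inhibition of at least 50% at 8 µM in the primary screen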
Target sequence (O15151 whole entry, looked up): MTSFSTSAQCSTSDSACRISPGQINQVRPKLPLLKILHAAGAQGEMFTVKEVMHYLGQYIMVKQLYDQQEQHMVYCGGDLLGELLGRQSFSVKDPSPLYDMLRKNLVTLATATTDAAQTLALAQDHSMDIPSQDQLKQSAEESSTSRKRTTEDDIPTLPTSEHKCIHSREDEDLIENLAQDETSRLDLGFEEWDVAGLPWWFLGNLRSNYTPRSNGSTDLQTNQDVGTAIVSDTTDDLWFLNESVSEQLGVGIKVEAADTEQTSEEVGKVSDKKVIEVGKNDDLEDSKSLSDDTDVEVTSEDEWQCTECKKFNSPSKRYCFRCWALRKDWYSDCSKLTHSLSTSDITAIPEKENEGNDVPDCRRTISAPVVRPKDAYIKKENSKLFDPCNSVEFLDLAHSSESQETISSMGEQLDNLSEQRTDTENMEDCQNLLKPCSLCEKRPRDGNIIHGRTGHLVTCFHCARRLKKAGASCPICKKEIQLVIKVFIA
Target sequence (Q00987 whole entry, looked up): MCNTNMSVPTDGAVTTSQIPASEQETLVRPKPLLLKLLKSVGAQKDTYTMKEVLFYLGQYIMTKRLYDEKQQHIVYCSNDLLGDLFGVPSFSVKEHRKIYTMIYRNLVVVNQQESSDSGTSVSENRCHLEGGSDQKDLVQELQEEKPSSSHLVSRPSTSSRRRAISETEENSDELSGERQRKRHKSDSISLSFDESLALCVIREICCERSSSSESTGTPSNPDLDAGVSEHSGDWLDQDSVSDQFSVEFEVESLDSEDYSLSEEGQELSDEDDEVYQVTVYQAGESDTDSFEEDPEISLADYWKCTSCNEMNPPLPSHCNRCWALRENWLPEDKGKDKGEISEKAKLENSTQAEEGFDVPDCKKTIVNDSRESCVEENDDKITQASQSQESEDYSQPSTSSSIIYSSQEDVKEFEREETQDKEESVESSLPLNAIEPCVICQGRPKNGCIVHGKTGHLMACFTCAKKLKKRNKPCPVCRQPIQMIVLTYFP
NR3A LBD binder: binders of NR3A ligand-binding domain, primary screen, biophysical, differential scanning fluorimetry, uHTS; NR3A LBD differential scanning fluorimetry, Tm shift; 0% = protein alone, 100% = glycine-bound protein; Tm shift relative to glycine control, % at 25 µM; actives 2.5% (n = 340,000);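 active means melting temperature shift of at least 10% of the positive control shift, at one fixed dose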
UPR XBP1 act: activators of adaptive XBP1 UPR arm, primary screen, cell-based, CHO-XBP1 luciferase reporter, luminescence, uHTS | IRE1-XBP1 UPR activation; percent of tunicamycin response, DMSO as zero | activation, % at 20 µM | actives 0.33% (n = 330,000) | AID 463104, 2010;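 active means versus positive control, 20 µM dose yields 30% or more activation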;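 further: 100% = tunicamycin at 10 µg/mL and 0% = DMSO only wells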
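Material: CHO cell line with stable XBP1 luciferase reporter; buffer or medium: F12 medium containing 10% fetal bovine serum; compound: single point, 20 µM final compound, 1% DMSO; incubation: 6 h treatment, 37 °C; measured by: glow luminescence from Steady-Glo reagent; evaluation: activation, % of tunicamycin; control set: tunicamycin high, DMSO low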
Starred values were filed as active, the others as inactive; x = not tested or not shown.

smiles	tim23-1 inh	NLRP3 yeast inh	tim10-1 inh	TIM10 inh	CHOP UPR activ	APJ agonist	Mdm2-MdmX inh	NR3A LBD binder	UPR XBP1 act
C[C@@H]1NC(=O)[C@H](CC(N)=O)NC(=O)c2cc([N+](=O)[O-])cc(I)c2OCC[C@@H](C(=O)NC(CC(=O)O)C(N)=O)NC1=O (some centres undefined)	11	15	-14	-9	-1.1	-4	9	-1	-1
COc1ccccc1N(CC(=O)N1CCCCC1)S(=O)(=O)c1ccccc1	29	16	5	-2	0.3	1	-13	1	-5
COCCOC(=O)c1[nH]c2c(c1C)C(=O)C(C(=O)OC)C(C)C2 (centres undefined)	7	21	-8	1	2.1	-3	-33	1	2
COc1ccc(NC(=O)COC(=O)c2ccc(OCc3c(C)noc3C)cc2)cc1OC	1	12	24	-2	-1.5	1	-7	2	-3
Cc1cc(=O)oc2c(C)c(OC(C)C(=O)NCCN3CCOCC3)ccc12 (centres undefined)	-13	11	8	-8	0.4	-1	24	0	-7
O=C(COC(=O)CNC(=O)C12CC3CC(CC(C3)C1)C2)NC1CCS(=O)(=O)C1 (centres undefined)	-5	0	5	0	-2.7	-3	16	-1	3
CCC(C)NC(=O)c1ccccc1NC(=O)COc1ccc(OC)cc1 (centres undefined)	-11	11	15	-13	-0.3	-2	18	6	-2
CC1CCN(Cc2c(C(=O)N/N=C/c3cc(Cl)ccc3O)nnn2-c2nonc2N)CC1	24	35	26	25	-2.5	1	79*	9	3
NC(=O)c1ccc(-c2nnn(CC(=O)N(C3CCCCC3)C3CCS(=O)(=O)C3)n2)cc1 (centres undefined)	-13	6	-6	-1	1.5	5	-4	-1	0
O=C(C1CCN(S(=O)(=O)c2cccc3cccnc23)CC1)N1CCN(C2CCCC2)CC1	-6	3	-15	-1	-0.9	-1	14	x	4
O=C(c1ccc([N+](=O)[O-])cc1)N(Cc1ccccc1)c1ccccn1	11	12	11	13	0.0	-1	9	0	-1
Cc1cc(C(C2C(=O)CC(C)(C)CC2=O)C2C(=O)CC(C)(C)CC2=O)cc(C)c1OC(F)F	6	-28	11	-8	0.7	2	9	-1	-4
C=C(C)Cn1c(-c2ccc(OC)cc2)nc2ccccc21	32	27	19	14	-2.3	2	21	0	-2
CC(C)OC(=O)/C(C#N)=C/c1ccc(-c2ccc(SC(F)F)cc2)o1	12	12	16	9	-0.2	-1	-8	-28	0
c1ccc2c(c1)CCCC2NC1=NCCC1 (centres undefined)	-20	4	4	10	-3.3	1	-10	0	-3
CN(C)S(=O)(=O)c1ccc(C(=O)OCC(=O)Nc2ccc(OC(F)F)cc2)cc1	4	11	0	-5	1.0	1	-11	-12	-3
CCCN(CCO)Cc1cccc(Br)c1	5	13	5	-9	-0.4	-4	-7	0	0
COc1ccc(OC2C(=O)N(Cc3ccc4c(c3)OCO4)C2c2sccc2C)cc1 (centres undefined)	20	13	22	10	-0.4	0	12	10	-2
COCCNC(=O)CC(=O)N/N=C/c1cccc(C(=O)OC)c1	5	-2	14	-8	0.8	1	14	1	0
NC(=O)c1sc2nc(-c3cccs3)ccc2c1N	12	16	16	-1	0.8	-3	-15	5	2
CCOC(=O)NC1(C(F)(F)F)NC(=O)N(Cc2ccco2)C1=O (centres undefined)	-21	18	6	-4	0.2	-4	-24	0	-1
CN(c1ccc(C(=O)NCCCn2ccnc2)cc1)S(C)(=O)=O	-11	4	-6	-8	2.7	-1	23	-1	-4
COC(=O)NNC(=O)COc1ccc(Cl)cc1	11	-20	-1	-2	1.6	-5	19	0	-3
COc1cc(OC)cc(-c2c(-c3cccs3)c3cc(-c4ccc(OC)nc4)ccc3n2C)c1	22	15	12	0	0.3	3	-11	-1	-3
CCOc1ccccc1N1CC(C(=O)Nc2ccccc2CC)CC1=O (centres undefined)	4	-8	-4	19	1.3	-2	-5	1	-1
Nc1ccc2nc(-c3cccc(-c4nc5ccc(N)cc5[nH]4)c3)[nH]c2c1	-18	25	-30	-28	-0.2	-2	2	x	-4
Cc1ccc(NS(=O)(=O)c2ccc(Cl)c(C(=O)O)c2)cc1S(=O)(=O)N1CCOCC1	0	9	8	-12	-1.5	-2	13	1	0
Cc1cc(C)n(CCN(C)Cc2cn[nH]c2-c2ccc(F)cc2F)n1	-10	-15	5	6	0.2	-4	10	0	0
COC(=O)/C=C/c1ccccc1S(=O)(=O)N(Cc1ccccc1)Cc1ccco1	32	23	21	13	-0.7	-1	37	1	9
c1cc2nncn2nc1N1CCCC1	8	8	1	-13	-1.2	4	-6	-4	0

Next part (2 carried over from the part before).
smiles	tim23-1 inh	NLRP3 yeast inh	tim10-1 inh	TIM10 inh	CHOP UPR activ	APJ agonist	Mdm2-MdmX inh	NR3A LBD binder	UPR XBP1 act
COC(=O)/C=C/c1ccccc1S(=O)(=O)N(Cc1ccccc1)Cc1ccco1	32	23	21	13	-0.7	-1	37	1	9
c1cc2nncn2nc1N1CCCC1	8	8	1	-13	-1.2	4	-6	-4	0
Cc1ccc(SCCN2CCN(CCc3ccccc3)CCC2=O)cc1	-11	39	38	0	-0.7	5	-1	2	-2
C/C(=N\NC(=O)CN1CCOCC1)C(C)(C)C	7	9	18	7	-1.3	0	-19	1	0
COc1cc(OC)cc(C(=O)NCCOc2ccccc2)c1	33	4	20	13	5.2	2	-25	-2	-1
CN(C(=O)COC(=O)c1cc([N+](=O)[O-])ccc1Cl)c1ccccc1	37	12	24	-5	1.3	-2	12	-2	4
COC/C=C/C1=CC2=CC(=O)C(C)(OC(=O)c3cnc4ccccc4n3)C(=O)C2=CN1CCCCO (centres undefined)	2	15	12	3	-1.9	10	3	2	-1
O=C(O)c1ccccc1C(=O)N1CC=C(c2ccccc2)CC1	10	1	7	11	0.7	-3	8	1	-5
Cc1nn(C(=O)c2cccnc2)c(C)c1Sc1ccccc1	4	8	27	5	-1.4	6	14	1	-1
Cc1cccc2cc(CN(Cc3nnnn3C3CCCC3)C3CCCCC3)c(=O)[nH]c12	29	6	5	13	-0.5	-3	6	-7	-3
COc1ccccc1N1CCN(C2CC(=O)N(c3cccc(Br)c3)C2=O)CC1 (centres undefined)	27	18	49*	11	-2.3	4	9	0	-4
COC(=O)c1ccc(C2OCC(C)(C)CO2)cc1	1	9	-4	-9	4.2	-2	14	-1	-2
CCCCN(CC)CCNC(=O)c1cc2c(-c3ccccc3F)nn(C)c2s1	23	12	36	-3	-0.3	-3	32	-3	1
CSc1nc2ccc(NS(=O)(=O)c3ccc(Br)s3)cc2s1	61*	18	29	28	0.4	3	1	10	2
CSc1ccc(CNC(=O)C2CCC(=O)N(Cc3cccc(F)c3)C2)cc1 (centres undefined)	-5	12	-22	-8	-0.1	-3	16	4	-2
COc1ccc(CC(=O)NCCCCc2ccccc2)cc1OC	-1	5	-2	13	-0.1	0	17	2	-4
COc1ccccc1C(=O)N(C)CC(=O)Nc1ccc(N2CCOCC2)cc1	2	10	5	0	-1.5	-3	3	2	-2
CCc1cc(CNC(=O)CC2C(=O)NCCN2Cc2ccccc2C(F)(F)F)on1 (centres undefined)	8	-11	2	-6	1.0	-3	1	-2	-5
CCn1cc(CN2CCC(C(=O)Nc3cccc(-c4cccc(Cl)c4)c3)CC2)cn1	-3	19	-17	6	2.3	5	73*	-4	-2
Cc1cc(C(=O)CCC(=O)N2CCN(c3ccccc3O)CC2)c(C)s1	15	21	-5	10	0.7	-1	9	0	-2
CC1CCN(c2ccc3nnc(CCC(=O)NC(C)C)n3n2)CC1	14	14	24	6	4.2	1	-2	-2	-3
c1ccc(CSc2ccc(-c3cccs3)nn2)cc1	9	7	2	10	12	1	-190	19*	3
O=C(NC(Cc1ccccc1)C(=O)N1CCCCC1)c1ccccc1 (centres undefined)	20	13	17	19	1.6	3	1	0	-1
O=C(/C=C/c1ccc(Cl)cc1)N(Cc1ccccc1)c1ccccn1	16	16	20	18	0.0	-3	-6	-1	0
O=C(COC(=O)CNC(=O)c1ccccc1)Nc1ccc(Cl)cc1C(F)(F)F	-5	-7	-8	-2	1.8	-4	3	-1	-2
Cc1ccc(Cl)cc1N1C(=O)CC(C)(C)CC1=O	0	0	4	6	0.9	0	0	1	-5
Cc1ccc(C(=O)NCC(=O)NCC(=O)OCC(=O)c2ccc(Br)cc2)cc1	9	21	-14	-3	1.2	-3	-5	2	-3
CCN(C[C@H]1N[C@@](C)(C(=O)OC)[C@H]2C(=O)N(Cc3ccccc3)C(=O)[C@@H]12)C(=O)c1ccc(C)cc1	0	-9	3	0	-0.9	-4	15	1	-3
CCn1c(=O)cc(OCC(=O)Nc2ccc(OC)c(OC)c2)c2ccccc21	3	-1	7	5	-2.1	-2	30	3	0
CC(=O)Oc1ccc(C(=O)Cc2ccc3ccccc3n2)c(O)c1C	5	-6	12	11	5.3	-6	-414	12*	12
CCOC(=O)c1cnc(SCC(=O)Nc2sc(C)c(C)c2C#N)nc1N	2	-2	4	3	1.9	0	72*	3	3
COC(=O)c1ccc(CSc2ncnc3c2nnn3-c2ccc(F)cc2)o1	11	15	13	6	-0.5	-1	19	0	-5
O=c1c2cn[nH]c2[nH]c(=S)n1-c1cccc2ccccc12	14	13	11	-4	1.8	0	21	-5	0
CN1/C(=C\C(=O)c2ccccc2Cl)c2ccccc2CC1(C)C	44	27	36	28	4.0	-4	17	0	-2
CC(Nc1ccc(Br)cc1)C(=O)N/N=C/c1ccccc1OCc1ccccc1 (centres undefined)	5	14	20	6	1.6	-4	23	1	8
CCCc1ccc(C(=O)N2CCN(c3ccccc3OCC)CC2)cc1	43	7	29	24	-2.6	-4	26	0	-2
COc1ccccc1N(C)S(=O)(=O)c1ccc(C(=O)Nc2nc(C)c(C(C)=O)s2)cc1	-13	11	-15	-9	-2.5	-5	-7	-4	-4
O=S(=O)(Nc1cc(Cl)ccn1)c1ccc(Cl)cc1	36	-3	42*	3	-3.5	1	-1	-2	-1
CN1CCN(CCN2CCn3c2nc2ccccc23)CC1	-18	7	-22	-7	-2.0	2	10	3	-1
